Source: PubChem BioAssay (several laboratories)
HTRA1 inhibitor: HTRA1 (human) protease inhibition. Q92743. recombinant HTRA1, FP-rhodamine activity-based probe, fluorescence polarization. inhibition, % at 5.96 µM. 0.5% of 340,000 active. AID 504803; in the data active means inhibition above about 36%;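 further: 0% = enzyme with DMSO and 100% = wells lacking enzyme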
Target sequence (Q92743 whole entry, looked up): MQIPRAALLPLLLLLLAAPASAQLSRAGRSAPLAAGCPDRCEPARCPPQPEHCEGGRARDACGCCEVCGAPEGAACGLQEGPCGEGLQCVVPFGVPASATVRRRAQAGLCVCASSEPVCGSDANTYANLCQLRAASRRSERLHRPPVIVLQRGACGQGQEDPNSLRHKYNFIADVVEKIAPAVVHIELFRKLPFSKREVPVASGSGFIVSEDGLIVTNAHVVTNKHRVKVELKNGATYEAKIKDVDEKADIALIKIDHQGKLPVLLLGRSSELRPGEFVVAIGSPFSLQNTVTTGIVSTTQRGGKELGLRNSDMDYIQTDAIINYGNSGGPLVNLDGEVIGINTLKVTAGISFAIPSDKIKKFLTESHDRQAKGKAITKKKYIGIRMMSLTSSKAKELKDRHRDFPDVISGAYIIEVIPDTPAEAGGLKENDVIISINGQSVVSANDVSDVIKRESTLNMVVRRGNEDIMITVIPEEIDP
SIAE primary: human SIAE inhibition, primary screen; Q9HAT2; SIAE FP-Rh probe binding, fluorescence polarization; inhibition, % at 9.66 µM; 0.69% of 370,000 active; AID 1053197;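 active means inhibition above a cutoff: mean of compounds within the control limits plus 3 SD of those, cut at about 17% in these data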;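 further: 0% = plate median of compound wells and 100% = probe without SIAE protein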
rCAG RNA binder: r(CAG) repeat RNA binding | TO-PRO-1 dye displacement fluorescence | inhibition, % at 3 µM | 1.3% of 370,000 active;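 active means inhibition above the plate cutoff, the mean of all test compounds on that plate plus 3 SD, cut at about 35% in these data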;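 further: 0% = DMSO alone and 100% = 100 µM mitoxantrone as full dye displacement; higher means more dye released from RNA so lower well fluorescence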
PRMT1 inh: inhibitors of human PRMT1; Q99873; recombinant PRMT1, activity-based probe fluorescence polarization; inhibition, % at 2.79 µM; AID 652257; 1.3% of 370,000 active;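 active means inhibition above about 21% made by adding two undisclosed values, limit read from the data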
Target sequence (Q99873 whole entry, looked up): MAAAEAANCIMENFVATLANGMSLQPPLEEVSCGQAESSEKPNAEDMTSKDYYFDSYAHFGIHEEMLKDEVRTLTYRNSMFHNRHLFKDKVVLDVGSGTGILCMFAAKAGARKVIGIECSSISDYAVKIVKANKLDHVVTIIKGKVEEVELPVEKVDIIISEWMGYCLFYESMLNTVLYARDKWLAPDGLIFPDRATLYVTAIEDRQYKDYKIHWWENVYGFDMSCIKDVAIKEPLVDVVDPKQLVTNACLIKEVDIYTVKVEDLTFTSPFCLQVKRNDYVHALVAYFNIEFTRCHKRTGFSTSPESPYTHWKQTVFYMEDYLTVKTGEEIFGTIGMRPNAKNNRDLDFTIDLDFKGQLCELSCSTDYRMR
TCR-CD3 inh: inhibitors of human TCR-CD3 interaction; 0.37% of 360,000 active; TAMRA-labeled TCR probe fluorescence, biochemical; AID 651800; inhibition, % at 9.4 µM; in the data active means inhibition above about 19%;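 further: recombinant mutant TCR 2C K166C tagged with TAMRA read by polarization; 0% = receptor in buffer alone and 100% = receptor with positive control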
MBD2 DNA inh: blocks human MBD2 binding to methylated DNA; 0.31% of 370,000 active; AID 686964; inhibition, % at 4.4 µM; Q9UBB5; TR-FRET, MBD2 binding to methylated oligonucleotide; in the data active means inhibition above about 13%
ABHD4 inh: inhibitors of mouse ABHD4; Q8VD66; purified mABHD4, FP-Rh probe fluorescence polarization; inhibition, % at 8.92 µM; 0.54% of 370,000 active; AID 720543;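 active means inhibition exceeding the mean over every tested compound plus 3 SD, cut at about 30% in these data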;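 further: 0% = plate median of compound wells and 100% = S159A mutant with DMSO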
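Test system: mABHD4 protein; Read-out basis: % inhibition; Incubation: 45 min + 60 min at 25 °C; Repeats: single replicate; Technique: fluorescence polarization with parallel and perpendicular emission, 525/598 nm; Compound: 8.92 µM, single dose; Benchmarks: full inhibition S159A mutant plus DMSO, zero as sample-well median.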
NPR2 activator: GC-B (human) receptor activation | P20594 | HEK293-GC-B cells, CNP EC30, cGMP TR-FRET; 0% at EC30 CNP, 100% saturating CNP | activation, % at 10 µM | 0.11% of 370,000 active;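 active means activation at 10 µM reaching about 35% in either raw or pattern-adjusted values, limit read from the data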
UHRF1 binding: human UHRF1 methylated DNA binding inhibitors. UHRF1 binding to methylated oligo, TR-FRET. inhibition, % at 4.4 µM. AID 687016. Q96T88. 0.75% of 370,000 active; in the data active means inhibition above about 21%;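 further: UHRF1 SRA domain binding a hemimethylated CpG hairpin DNA probe; 0% = median of test compound wells and 100% = reference inhibitor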
GC-A act: GC-A (human) enzyme activation; P16066; HEK293 GC-A cells, cGMP TR-FRET, EC30 ANP; 0% at EC30 ANP, 100% saturating ANP; activation, % at 10 µM; 0.14% of 370,000 active; AID 1671463; in the data active means activation above about 40%
* hit, by the source's call; nt = not tested or not shown. Some of the compounds tested, so the mix of outcomes need not match the whole.

SMILES	HTRA1 inhibitor	SIAE primary	rCAG RNA binder	PRMT1 inh	TCR-CD3 inh	MBD2 DNA inh	ABHD4 inh	NPR2 activator	UHRF1 binding	GC-A act
O=C(NCc1ccccc1)/C(=C\c1ccc([N+](=O)[O-])cc1)NC(=O)c1ccco1	6	0	-1	0	3	1	-4	6	-2	0
CCOc1ccc(C(=O)Nc2c3c(nn2-c2ccc(F)cc2)CS(=O)C3)cc1 (centres undefined)	-5	0	-3	-3	4	1	1	0	-1	2
Nc1nc(N2CCOCC2)nc2ccccc12	6	-2	2	-1	2	5	-1	2	-2	-1
Cc1ccc(S(=O)(=O)N(Cc2cccc(Cl)c2)C(=O)N2CCN(C)CC2)cc1	3	-7	-2	0	1	1	2	4	-2	3
O=C(O)CCC(=O)Nc1ccc(Br)cc1C(=O)c1ccccc1Cl	-5	-6	2	3	-6	5	8	0	0	-3
CC(C)NC(=O)C(=O)NCCN1CCN(S(=O)(=O)c2ccc(Cl)cc2)CC1	3	2	-2	-3	-7	4	-5	4	4	4
Cc1ccc(S(=O)(=O)N(CC(=O)NC2CC3CCC2C3)c2ccccc2)cc1 (centres undefined)	-6	4	2	4	-2	2	5	4	0	0
COc1ccc2cnn(Cc3ccccc3)c(=O)c2c1OC	3	3	-1	2	6	3	7	3	0	1
Cc1cccc(C2C3=C(Nc4[nH]n(-c5ccccc5)c(=O)c42)c2ccccc2C3=O)c1 (centres undefined)	32	20*	68*	21*	4	-16	43*	-3	-12	8
CC(NC=O)c1nc2ccccc2n1CCc1ccccc1 (centres undefined)	-6	5	-5	0	6	-2	-4	-1	-1	-6
COc1cc(NC(=O)NC(C)(C(F)(F)F)C(F)(F)F)cc(OC)c1OC	4	-4	-5	-2	2	-6	6	-5	-5	-2
CC1(c2ccccc2Cl)NC(=O)N(CC(=O)NCCC2=CCCCC2)C1=O (centres undefined)	3	-2	0	3	-8	-3	2	1	-2	3
Cn1c(=O)c2sccc2n(Cc2ccc(Br)cc2)c1=O	-2	-5	0	-2	-3	-6	-5	5	-1	8
COc1ccccc1NC(=O)NCCN1CCCCC1	0	4	1	-2	-3	0	-5	2	6	-5
COC(=O)c1nnn(-c2nonc2N)c1CSc1ccc(Cl)cc1	-2	3	-6	1	3	1	0	-3	1	0
CCc1cccc(NC(=O)NC(=O)Cn2nnc(C(=O)OC)c2C(=O)OC)c1	-3	-5	1	1	0	1	-8	-1	-1	5
Cc1ccc(C)c(C(=O)Nc2c(C(N)=O)oc3ccccc23)c1	-22	-2	3	-2	1	-2	-12	0	1	-1
Cc1ccccc1C(=O)N1[C@@H](C(C)C)COc2cc(Br)ccc2S1(=O)=O	-2	1	5	0	0	1	1	-4	0	-9
CN(C)/C=N/c1nc2nccc(-c3ccccc3)n2n1	1	-3	-5	1	10	6	2	-7	0	0
COc1cc(OC)nc(-n2ncc(OC)c(Br)c2=O)n1	4	5	1	0	-1	-5	-1	2	2	5
COc1ccc(/C=N/NC(=O)c2sc3nc(C)cc(C)c3c2N)cc1	11	-6	4	-5	0	2	0	-10	3	-2
CC1(O)C(=O)c2ccccc2N(c2ccccc2)C1=O (centres undefined)	-2	7	-1	-2	5	-5	5	2	0	3
S=c1[nH]nc(-c2ccc3ccccc3n2)n1-c1cc(Cl)cc(Cl)c1	-8	5	19	9	7	-2	-3	-14	-1	2
c1coc(Cn2nnnc2CN2CCN(C3CCCC3)CC2)c1	6	3	3	4	2	2	2	3	4	2
CCc1ccc(S(=O)(=O)NCc2cn3ccccc3n2)s1	4	1	0	-1	2	-2	0	10	-4	3
Nc1nc(Nc2ccccc2)nc(NCc2ccccc2)c1[N+](=O)[O-]	-56	4	10	-3	-2	0	-12	32	-1	33
COc1ccc(NC(=O)Nc2cc(C)cc(C)c2)cn1	0	-2	-10	12	0	1	-3	1	-1	3
CCCCn1nc2cc(C(=O)NCc3ccco3)ccc2c1OCC	-1	0	1	3	-1	-8	5	7	0	-2
Nc1cc(=O)nc(SCC(=O)Nc2ccccc2Cl)n1-c1ccccc1	-1	-4	0	1	-1	0	-1	-1	3	5
CC(C)CN(C(=O)Cn1nnc(-c2ccc(Cl)cc2)n1)C1CCS(=O)(=O)C1 (centres undefined)	9	-4	2	-2	5	0	0	11	1	0
COc1ccc(C(=O)NCC2COc3ccccc3O2)cc1S(=O)(=O)N1CCOCC1 (centres undefined)	2	-1	1	1	1	-2	9	3	0	1
COc1cc(/C=N/NC(=O)Cc2csc(N3CCOCC3)n2)cc(OC)c1O	0	1	-3	-1	3	-2	1	-6	-2	-4
O=C(Nc1nnc(Cc2ccccc2)s1)c1ccco1	6	3	2	2	0	1	2	-3	0	-1
NCCCCC(=O)O	0	5	0	-4	10	-1	-2	4	-2	4
CS(=O)(=O)Nc1ccc2c(c1)[C@@H]1C[C@@H](CC(=O)NCc3cccnc3)O[C@H](CO)[C@@H]1O2	4	10	2	3	-6	4	-8	1	-2	3
CCn1c(SCC(=O)N/N=C/c2ccc(C)s2)nc2ccccc21	-9	-4	1	0	1	1	3	-3	1	-7
CC(C)(C)OC(=O)N1CCCC(C(=O)Nc2ccc(C(=O)NC3CC3)cc2)C1 (centres undefined)	5	4	-3	2	-2	9	-2	4	19	5
CCOC(=O)c1c(C)[nH]c(C(=O)COC(=O)CCS(=O)(=O)c2ccc(C)cc2)c1C	9	-2	-4	0	8	-2	8	2	3	-1
O=C1C2C3c4ccccc4C(c4ccccc43)C2C(=O)N1c1ccncc1 (centres undefined)	1	5	-2	0	5	2	0	-8	-1	-15
COC(=O)C1(C)NC(c2ccc(OC)cc2)C2C(=O)N(c3ccccc3)C(=O)C21 (centres undefined)	4	-1	3	-3	3	-3	0	5	0	-3
O=S(=O)(NCc1ccccc1)c1ccc2ccccc2c1	-20	2	-1	0	3	1	-6	2	-1	-1
CC(NC(=O)C(C)(C)C)C(c1cccs1)N1CCOCC1 (centres undefined)	1	-2	-1	7	-13	-3	1	-2	4	0
COCCCN1C(=O)[C@H](CC(=O)NCCc2ccccc2OC)[C@]2(C(=O)OC)CCCCC=C12	nt	-6	2	-2	nt	4	-1	-5	1	-1
COc1ccc(/C=C/C(=O)N(Cc2ccccc2)c2ccccn2)cc1OC	5	-1	0	-2	7	-2	0	0	-1	0
COc1cc(C2=NOC(C(=O)Nc3cccnc3)C2)cc(OC)c1OC (centres undefined)	1	0	-3	2	-2	-5	0	-4	4	-1
O=C(/C=C/c1ccc(Cl)cc1)OCC(=O)c1ccc[nH]1	-3	-1	5	5	-4	1	-14	-3	2	2
CNC(=O)N(O)C1N(/N=C/c2cc(Br)ccc2O)C(=S)SC1(C)C (centres undefined)	11	-1	1	0	-3	0	-8	0	-3	8
COc1ccc(-n2nc(C(=O)NCC(=O)N3CCN(Cc4ccccc4)CC3)c3ccccc3c2=O)cc1OC	-3	-9	-2	0	-2	4	5	-4	1	4
COCc1cc(C)nc(OCC(=O)N/N=C/c2ccc(OC)c(O)c2)c1C#N	3	0	1	-1	1	-2	0	-1	36*	1
CC(C)(C)C1CCC(CN2CCC(CN3C(=O)C(=O)NC[C@@H]3Cc3ccccc3)CC2)CC1 (some centres undefined)	6	2	-1	0	-1	-2	7	1	-1	2
CS(=O)(=O)c1ccc2nc(NC(=O)CN3C(=O)NC4(CCCC4)C3=O)sc2c1	4	-8	5	3	4	-3	1	2	0	3
COc1ccc(C(=S)N2CCN(c3cccc(Cl)c3)CC2)cc1	-8	-4	7	5	-4	-1	-7	4	1	2
O=c1c(Cl)c(N2CCOCC2)cnn1-c1nc2ccccc2[nH]1	-4	-1	-1	3	-3	1	6	-2	-1	2
Cc1cc(C)nc(NCCO)n1	-6	4	1	-3	2	-7	-4	6	-1	1
C(=N\Nc1nc(N2CCOCC2)nc(N2CCOCC2)n1)/c1cccnc1	-5	13	-5	0	7	-2	0	-1	-2	3
CC(C)COc1ccc(/C(O)=C2/C(=O)C(=O)N(CCN(C)C)C2c2ccncc2)cc1 (centres undefined)	7	-3	3	-1	-8	1	-1	5	-1	3
Nc1ccn([C@@H]2O[C@H](CNCc3cc(Cl)ccc3OCc3ccc(Cl)cc3)[C@@H](O)[C@H]2O)c(=O)n1	-7	-6	5	2	7	-1	2	0	-4	3
O=C(Nc1ccc(S(=O)(=O)Nc2ncccn2)cc1)c1ccc2ncsc2c1	-4	-15	9	24*	-8	0	-13	-2	0	3
Cc1cc(C)n(C(=O)COc2ccc(Cl)cc2Cl)n1	1	-1	-4	1	-6	8	1	-7	7	19
COc1ccc(OC)c(NC(=O)C2C3C=CC(C3)C2C(=O)NCc2ccccn2)c1 (centres undefined)	4	-5	-2	7	-4	7	-8	5	6	-7

The list goes on:
SMILES	HTRA1 inhibitor	SIAE primary	rCAG RNA binder	PRMT1 inh	TCR-CD3 inh	MBD2 DNA inh	ABHD4 inh	NPR2 activator	UHRF1 binding	GC-A act
C=CCSc1nnc2c(n1)OC(c1ccccn1)N(C(C)=O)c1ccccc1-2 (centres undefined)	-6	-5	-2	1	4	5	-1	5	-3	3
O=C(CCNC(=O)c1ccc([N+](=O)[O-])cc1)NNC(=O)c1ccccc1F	6	-7	0	1	0	4	8	-4	6	0
NC(=O)c1nn(CC(=O)Nc2cccc(S(=O)(=O)N3CCCCCC3)c2)c(=O)c2ccccc12	-15	-11	16	-1	-9	-1	-16	-1	0	-8
CCS(=O)(=O)Nc1ccc2c(c1)OCO2	2	2	3	2	-10	1	-7	1	5	-7
CCOc1ccccc1C(=O)OCC(=O)Nc1ncc(C(F)(F)F)cc1Cl	6	-10	-5	1	-3	2	1	-6	1	4
COc1ccc(-c2noc(N3CCC(C(=O)N(C)c4ccccc4C)CC3)n2)cc1	-22	0	-2	0	-6	-4	-6	-3	2	0
CC(C)(C)NC(=O)C(c1c[nH]c2ccccc12)N(C(=O)Cn1nnc(-c2ccc(Cl)cc2)n1)c1ccccc1F (centres undefined)	-27	-3	10	-1	-3	-1	-13	-2	-2	-6
O=C1CNC(=O)N1CC(=O)N1CCCc2ccccc21	2	2	2	-2	8	-1	-3	-2	-1	4
Cc1ccc(S(=O)(=O)n2ccc3cccnc32)cc1	-4	0	4	-2	-5	0	1	0	6	0
O=C1OCC=C1NNC(=O)c1cccnc1	5	-2	-1	-1	11	-1	5	5	-4	2
O=C(OCC(=O)N1CCCC1=O)c1cc(S(=O)(=O)N2CCOCC2)ccc1F	3	-8	-4	-5	8	-7	4	3	-2	4
CN(C)CCCN(C(=O)c1ccc(S(=O)(=O)N(C)C)cc1)c1nc2ccc(F)cc2s1	-3	-1	-4	0	1	-2	4	7	4	0
COc1ccccc1OCC(=O)Nc1ccc(S(=O)(=O)NC(C)=O)cc1	-2	5	11	15	-2	-6	-12	2	-2	4
